Screens from PubChem.
EPAC1 agonist: EPAC1 (human) agonism; O95398; EPAC1 agonist qHTS, biochemical assay; response scale: 100% = response to 6.5 mM cAMP; Potency, µM (doses to about 154 µM), for the others: at the highest dose activation, most hits filed as activators; 0.073% of 360,000 active; note: nearly all actives have a fitted effect of over 60% in size
Target sequence (O95398 whole entry, looked up): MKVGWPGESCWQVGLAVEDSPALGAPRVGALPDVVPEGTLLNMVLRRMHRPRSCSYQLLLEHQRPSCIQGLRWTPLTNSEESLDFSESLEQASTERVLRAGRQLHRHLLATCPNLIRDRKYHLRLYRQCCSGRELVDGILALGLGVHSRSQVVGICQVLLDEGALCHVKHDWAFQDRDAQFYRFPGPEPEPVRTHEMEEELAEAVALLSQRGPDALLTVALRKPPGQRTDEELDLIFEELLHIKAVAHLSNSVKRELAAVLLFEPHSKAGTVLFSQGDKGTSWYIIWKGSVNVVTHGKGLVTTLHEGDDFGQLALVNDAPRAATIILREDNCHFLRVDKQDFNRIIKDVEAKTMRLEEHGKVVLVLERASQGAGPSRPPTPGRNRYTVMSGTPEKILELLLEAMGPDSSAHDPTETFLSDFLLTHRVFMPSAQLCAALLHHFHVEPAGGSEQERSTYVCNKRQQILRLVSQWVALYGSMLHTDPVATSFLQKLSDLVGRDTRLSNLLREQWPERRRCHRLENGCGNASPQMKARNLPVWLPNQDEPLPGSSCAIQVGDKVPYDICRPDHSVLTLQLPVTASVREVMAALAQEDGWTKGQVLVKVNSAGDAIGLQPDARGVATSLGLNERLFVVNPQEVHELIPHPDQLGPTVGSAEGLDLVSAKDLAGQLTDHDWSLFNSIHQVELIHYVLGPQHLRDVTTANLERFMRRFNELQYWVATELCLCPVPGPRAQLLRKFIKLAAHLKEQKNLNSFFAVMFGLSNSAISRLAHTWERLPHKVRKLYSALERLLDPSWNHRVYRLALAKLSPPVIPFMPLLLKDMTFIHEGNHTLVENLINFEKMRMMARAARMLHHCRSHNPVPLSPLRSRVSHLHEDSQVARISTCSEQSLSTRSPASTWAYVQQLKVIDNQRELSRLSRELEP
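Nucleotide exchange by EPAC1 (100 nM) on Rap1B–BODIPY-GDP (250 nM) in the presence of 50 uM GDP is tracked fluorescently at 480/540 nm over 30 min. Signals are normalized to a 6.5 mM cAMP control.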
aSyn yeast inh: inhibitors of alpha-synuclein toxicity in yeast; Yeast expressing alpha-synuclein, growth rescue, BacTiter-Glo, 24 h; 0.14% of 370,000 active; Potency, µM (titrated, usually from 46.1 µM), without a hit: top-dose growth rescue (activation), actives largely listed as activators; note: % of control where 0% means no effect; nearly all actives have a fitted effect of over 65% in size
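Screening used galactose-induced yeast with toxic alpha-synuclein levels, exposed to compound for 24 hr at 30 deg C. Cell growth, read with BacTiter-Glo luminescence, gave the measured signal.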
TDP43 rescue: rescues yeast growth from TDP-43 toxicity. Potency, µM (series often up to 46.1 µM), without a hit: top-dose growth rescue (activation), actives largely listed as activators. 1.8% of 410,000 active. AID 652104. TDP-43 expressing yeast growth rescue, BacTiter-Glo, 24 h; note: % of control where 0% means no effect; nearly all actives have a fitted effect of over 50% in size
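Cell-based yeast growth screen: TDP-43 expression induced in galactose, inoculum OD600=0.02 after raffinose pregrowth to mid-log. Read-out BacTiter-Glo luminescence at 24 hr, 30 deg C; inhibition of toxicity seen as signal increase.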
PTHR1 agonist: PTHR1 (human) receptor agonism; 0.075% of 410,000 active; Potency, µM (highest dose often 115 µM), inactives show at the highest dose activation, most hits filed as activators; AID 743266; Q03431; HEK293 GP2 PTHR1 cells, GloSensor cAMP luminescence, 1 h; note: nearly all actives have a fitted effect of over 55% in size; some results filed as inactive show a strong effect at the top dose; inactives centre near -15; many of its hits are not listed in these tables
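HEK-293-derived GP2 cells expressing PTHR1 and a GloSensor cAMP reporter, 3,000/well, plated overnight, given luciferin plus IBMX (each 0.5 mM as added) for 1 h at 37 °C, then compound for 1 h at 37 °C. Luminescence was read after 15 min at room temperature.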
EPAC2 agonist: EPAC2 (human) agonism. EPAC2 activation, biochemical qHTS; response scale: 100% = 6.5 mM cAMP response. Potency, µM (highest dose often 154 µM), for inactives: at the highest dose activation, hits mostly activators. 0.079% of 360,000 active. AID 720711. Q8WZA2; note: nearly all actives have a fitted effect of over 50% in size
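In this primary screen, activation is scored as increased exchange of BODIPY-GDP from Rap1B by 100 nM EPAC2, with 50 uM GDP as competitor. Signal is normalized to the 6.5 mM cAMP agonist control.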
FUS suppressor: rescues growth of FUS-expressing yeast; Potency, µM (titrated, usually from 76.6 µM), inactives show top-dose growth rescue (activation), most hits filed as activators; S. cerevisiae FUS-expressing, growth rescue, OD600, 24 h; 0.24% of 390,000 active;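 note: plate controls were DMSO vehicle for no effect and reference control for full effect; nearly all actives have a fitted effect of over 55% in size; some results filed as inactive show a strong effect at the top dose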
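Steps: raffinose overnight preculture; dilution to OD 0.005 in 2% galactose minimal medium; compound addition (concentration series); 24hr at 30C, 99% humidity; absorbance read at 600 nm.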
EPAC1 antagonist: blocks human EPAC1 exchange factor | EPAC1 GEF assay, Rap1b-BODIPY-GDP exchange fluorescence | Potency, µM (top dose mostly 115 µM), inactives show at the highest dose activity change, negative = inhibition, hits mostly inhibitors | 0.14% of 360,000 active | AID 720709;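 note: plate controls were vehicle for no effect and positive control for full effect; nearly all actives have a fitted effect of over 50% in size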
EPAC2 antag: blocks human EPAC2 exchange factor; AID 720708; Potency, µM (doses to about 114 µM), for the others: top-dose activity, negative = inhibition, hits mostly inhibitors; 0.18% of 360,000 active; EPAC2 GEF exchange of Rap1B-BODIPY-GDP, fluorescence; Q8WZA2; note: % is set by controls: 0 for no effect and ±100 for the full control effect; nearly all actives have a fitted effect of over 45% in size; many of its hits are not listed in these tables
* marks the source's active call; other numbers are inactive results; i = inactive; u = inconclusive; x = no result given; [ ] = dose if it differs, or a comment. Calls come from the whole dose curve; as a rule, active = well fitted curve in the direction sought with a large enough effect; inconclusive = small, poorly fitted or top-dose-only effect, or another doubt; inactive = no such curve, though single readings can be large; an effect the other way counts as inactive or inconclusive. Potency is the fitted concentration of half-maximal effect. Some of the compounds tested, so the mix of outcomes need not match the whole.

Values run as follows: TDP43 rescue, EPAC2 agonist, aSyn yeast inh, PTHR1 agonist, EPAC2 antag, FUS suppressor, EPAC1 agonist, EPAC1 antagonist
CCC(CO)Oc1cc(NCc2cccc(C(F)(F)F)c2)c2ncn(C(C)C)c2c1 (centres undefined)
→ -26.3%, 7.9%, 3.4%, -5.7%, 4.4%, 39.1%, -4.9%, -4.4%
COc1ccc(C(CNC(=O)COc2ccc(F)cc2Cl)N2CCCCC2)cc1 (centres undefined)
→ 8.5%, 9.0%, -4.0%, i, 4.9%, x, 2.9%, 4.3%
CCOC(=O)N1CCN(CC(=O)Nc2ccc(OC)cc2)CC1
→ 1.9%, 2.5%, -1.0%, i, 7.2%, -12.5%, 0.0%, 0.0%
CCCc1nnc(SCC(=O)N2CCCC2)n1Cc1ccco1
→ -11.0%, 3.0%, -3.2%, i, 5.2%, -0.8%, 9.3%, 7.7%
Cc1cccc(C)c1NC(=O)COC(=O)C1C2CC3OC(=O)C1C3C2 (centres undefined)
→ 9.9%, -3.1%, 2.3%, i, 0.9%, -7.2%, 1.6%, 13.8%
O=C(c1ccco1)N1CCN(Cc2nnnn2C2CCCCC2)CC1
→ -15.3%, 10.6%, -5.9%, -21.3%, 8.8%, 14.4%, -1.2%, -4.8%
COc1ccccc1CNS(=O)(=O)c1ccc(S(=O)(=O)NC2CC2)cc1
→ u, 10.3%, -1.7%, -35.6%, 11.1%, 32.0%, -8.9%, 6.1%
CC(C)(C)OC(=O)NCCCCC1=CC2=CC(=O)C(C)(O)C(=O)C2=CO1 (centres undefined)
→ 3.5%, -4.7%, -1.8%, i, 2.7%, 15.5%, -30.3%[inhibitor], u
CC1(C(=O)NS(=O)(=O)c2ccc(Cl)s2)CCN1C(=O)c1ccccc1CCc1ccccc1 (centres undefined)
→ u, 7.3%, u, -17.2%, -10.8%, 12.6%, -4.5%, -13.8%
O=C1CCCC(c2ccccc2)N1 (centres undefined)
→ 15.2%, -3.9%, -3.9%, 1.9%, -0.9%, x, -1.4%, -0.4%
OCC1(Cc2ccccc2)CCCN(Cc2ccn[nH]2)C1 (centres undefined)
→ 6.4%, 1.2%, -3.1%, i, -0.4%, -27.2%, 1.9%, -0.4%
CN(C(=O)CC1C(=O)NCCN1CC1CCCCC1)C1CCOCC1 (centres undefined)
→ -8.4%, -2.9%, 1.2%, i, -6.2%, 5.6%, 14.9%, 2.3%
Cc1ccc(C(=O)CN(C(=O)c2ccc(Cl)cc2)N2C(=O)CCC2=O)cc1
→ -9.3%, 9.6%, -3.4%, 1.1%, 1.3%, 7.0%, 3.3%, -11.2%
CCN(CC)c1ccc(CN(C(=O)c2cccs2)C2CCS(=O)(=O)C2)cc1 (centres undefined)
→ -16.9%, 9.5%, 2.0%, i, -6.0%, -4.7%, -2.5%, 15.7%
Cn1c(SCC(=O)N/N=C/c2cccnc2)nnc1-c1ccccc1
→ -17.5%, 1.2%, 4.0%, -3.7%, 25.4%, 7.4%, -3.8%, 10.5%
O=C(NCN1C(=O)C2C3C=CC(C3)C2C1=O)OC1CCCCC1 (centres undefined)
→ -8.0%, 1.8%, 4.4%, -6.4%[57.5 µM], -0.9%, -24.3%, -4.5%, 4.0%
COc1cccc(CNCc2cccn2-c2nnc(N3CCN(c4ccccc4)CC3)s2)c1
→ 22.3%, x, -0.9%, -16.5%, x, 25.1%, x, x
CN(c1ccccc1)c1ccc(/C=C(/CCC(=O)O)c2nc3ccccc3s2)cc1[N+](=O)[O-]
→ -6.5%, 2.2%, -7.5%, -18.7%, -25.6%, 27.2%, 24.7%, u
Cc1oc2c(cc(NS(=O)(=O)c3cccs3)c3ccccc32)c1C(=O)OC(C)C
→ 26.1%, 12.3%, 11.3%, 15.1%, 6.0%, 32.4%, 9.7%, -8.8%
CCCCCC(C)n1[nH]c(=O)c2c(C)cc(C)nc21 (centres undefined)
→ u, 5.0%, -2.3%, -4.3%, -14.5%, -11.7%, -14.3%, 19.7%
CC(OC(=O)c1ccc(Br)c(S(=O)(=O)N2CCOCC2)c1)C(=O)NC1CCCCC1C (centres undefined)
→ 2.7%, 2.2%, 5.2%, -14.6%, 1.4%, 13.9%, -3.1%, -6.9%
COc1ccc(C/C(N)=N/OC(=O)COc2ccccc2C)cc1
→ -45.4%[inhibitor], 12.3%, -0.5%, -5.4%, -25.5%, x, -0.1%, u
Cc1ccc(S(=O)(=O)CCc2nc3ccccc3s2)cc1C
→ u, 0.0%[15.6 µM], 15.3%, -16.1%[57.5 µM], 4.4%, 1.6%, 2.0%, -12.7%
COc1cc(C(=O)N2CCN(Cc3ccc4c(c3)OCO4)CC2)c([N+](=O)[O-])cc1OC
→ 18.7%, 6.2%, 1.9%, -33.4%[inhibitor], -2.7%, -8.6%, 12.9%, 8.6%
Cn1c2ccccc2c2cc(C(=O)N3CCN(CCO)CC3)sc21
→ -3.2%, 7.1%, -1.2%, i, 11.5%, 33.1%, -5.1%, 1.0%
NC1=NC(=O)C(CC(=O)c2ccc(Cl)cc2)S1 (centres undefined)
→ 10.1%, 6.9%, 4.3%, i, 10.5%, x, -1.5%, 4.4%
COc1cc(/C=C/C(=O)O)cc(S(=O)(=O)Nc2ccccc2C(=O)NCCc2ccccc2)c1OC
→ -8.2%, 2.3%, 5.2%, i, u, 16.2%, 7.0%, -2.3%
N#C/C(=C\c1c(N2CCCCCC2)nc2ccccn2c1=O)C(N)=O
→ -13.6%, 13.8%, -5.3%, i, -2.8%, 20.6%, 9.3%, 2.3%
c1ccc(-c2ccc(-c3cnc4n3CCCCC4)cc2)cc1
→ -13.2%, 16.1%, -1.0%, -11.9%, -0.2%, -12.4%, 4.1%, 8.6%
COc1ccc(S(=O)(=O)NC(=O)C2(C)CCN2C(=O)Cc2cc(F)ccc2F)cc1 (centres undefined)
→ 2.2%, 13.3%, -8.3%, -18.0%, 0.3%, -22.2%, -5.1%, -3.2%
CS(=O)(=O)Nc1ccc(C(=O)N2CCc3ccccc3C2)cc1
→ 16.5%, -4.7%, 0.4%, i, 2.5%, 8.8%, -4.0%, 5.8%
O=C(CN1CCN(CC(=O)c2ccc(F)cc2)CC1)Nc1ccccc1Cl
→ 19.0%, 2.1%, 1.1%, i, 2.1%, -0.6%, -3.9%, -18.7%
Cc1nn(CC(O)CN2c3ccccc3Sc3ccccc32)c(C)c1Br (centres undefined)
→ 8.2%, -5.1%, u, i, -14.3%, 39.6%, -8.5%, -28.3%
COP(=O)(CN(Cc1ccccc1)C(=S)Nc1c(C)cccc1C)OC
→ -19.5%, 7.8%, -1.7%, u, 19.5%, 13.3%, 5.6%, -3.9%
CCCC(=O)NC(c1ccccc1)c1ccc2cccnc2c1O (centres undefined)
→ -22.0%, 1.8%, u, -4.9%, -29.6%, 23.6%, 4.4%, -2.8%
Nc1nonc1-n1nnc(C(=O)N/N=C/c2ccccc2Cl)c1COc1ccc(F)cc1
→ -8.2%, 20.7%, -1.3%, -51.1%[inhibitor], -0.1%, 37.4%, -1.8%, -10.3%
Cc1ccc(-n2c(SCC(=O)N3CCOCC3)nnc2-c2ccncc2)cc1
→ -19.3%, 13.2%, -0.8%, -3.0%[57.5 µM], -3.8%, 15.0%, 11.2%, 0.7%
CC1CCCN(CC(O)COCc2ccc3c(c2)OCO3)C1 (centres undefined)
→ -13.0%, 14.0%, 1.9%, -17.8%, -1.9%, 8.0%, 4.3%, -9.4%
CC(C)Cn1c(=O)c(C(=O)Nc2cnccn2)c(O)c2ccccc21
→ -32.9%[inhibitor], 10.6%, 18.0%, i, -7.5%, 19.2%, 8.1%, -4.0%
CCCCOC(=O)C1=C(C)Nc2ncnn2C1c1ccc(OC)c(OC)c1 (centres undefined)
→ -0.5%, -4.0%, -0.7%, -0.7%[57.5 µM], 17.6%, 17.2%, 4.1%, 21.4%

Filtered by structure, those above containing a Cl atom (6)
Values run as follows: TDP43 rescue, EPAC2 agonist, aSyn yeast inh, PTHR1 agonist, EPAC2 antag, FUS suppressor, EPAC1 agonist, EPAC1 antagonist
COc1ccc(C(CNC(=O)COc2ccc(F)cc2Cl)N2CCCCC2)cc1 (centres undefined)
→ 8.5%, 9.0%, -4.0%, i, 4.9%, x, 2.9%, 4.3%
CC1(C(=O)NS(=O)(=O)c2ccc(Cl)s2)CCN1C(=O)c1ccccc1CCc1ccccc1 (centres undefined)
→ u, 7.3%, u, -17.2%, -10.8%, 12.6%, -4.5%, -13.8%
Cc1ccc(C(=O)CN(C(=O)c2ccc(Cl)cc2)N2C(=O)CCC2=O)cc1
→ -9.3%, 9.6%, -3.4%, 1.1%, 1.3%, 7.0%, 3.3%, -11.2%
NC1=NC(=O)C(CC(=O)c2ccc(Cl)cc2)S1 (centres undefined)
→ 10.1%, 6.9%, 4.3%, i, 10.5%, x, -1.5%, 4.4%
O=C(CN1CCN(CC(=O)c2ccc(F)cc2)CC1)Nc1ccccc1Cl
→ 19.0%, 2.1%, 1.1%, i, 2.1%, -0.6%, -3.9%, -18.7%
Nc1nonc1-n1nnc(C(=O)N/N=C/c2ccccc2Cl)c1COc1ccc(F)cc1
→ -8.2%, 20.7%, -1.3%, -51.1%[inhibitor], -0.1%, 37.4%, -1.8%, -10.3%

Other entries.
Values run as follows: TDP43 rescue, EPAC2 agonist, aSyn yeast inh, PTHR1 agonist, EPAC2 antag, FUS suppressor, EPAC1 agonist, EPAC1 antagonist
COc1ccc(NC(=O)C(=O)N/N=C/c2cc(C)n(-c3cccc(Cl)c3Cl)c2C)c(OC)c1
→ -5.0%, 11.9%, 4.2%, i, -9.5%, 18.5%, 5.6%, 4.2%
CC1(C)NC(C)(C)/C(=C\c2cccs2)C(=O)C1=O
→ -25.4%, 8.5%, -5.5%, 3.3%, -4.0%, 15.3%, 2.5%, 28.7%
Cc1ccc([N+](=O)[O-])cc1NC(=O)Nc1cccc(F)c1
→ -9.4%, 5.5%, 0.6%, -1.4%, -1.4%, -30.8%, 2.8%, -0.1%
CCOC(=O)N1CCN(C(=O)CSc2ccc(-c3ccc(OC)cc3)nn2)CC1
→ 13.5%, -7.6%, 5.7%, -3.8%, -0.8%, 13.0%, 11.6%, -13.9%
COc1cccc(CNc2cnc3ccccc3c2)c1O
→ 2.1%, 1.2%, 1.6%, -9.1%[57.5 µM], -1.9%, 11.3%, 1.3%, -0.8%
N#Cc1ccccc1S(=O)(=O)N1CCN(C(=O)C2CCCCC2)CC1
→ 13.9%, 7.3%, 4.1%, i, 4.5%, u, 3.9%, -22.2%
NS(=O)(=O)c1ccc(CCNC(=O)CN2C(=O)COc3ccc(S(=O)(=O)N4CCCC4)cc32)cc1
→ -19.8%, -3.6%, -0.6%, 20.7%, -6.1%, 0.2%, -7.5%, 7.8%
Cc1cccc(CCNC(=O)C2CCN(S(=O)(=O)c3c(C)noc3C)CC2)c1
→ -15.5%, 3.7%, 1.4%, i, 6.6%, -1.8%, 2.1%, 15.3%
